ssDAF12 agonist = activators of S. stercoralis DAF-12 nuclear receptor | HEK293 ssDAF-12/GRIP1 lit1-tk-luc reporter, luminescence; % of 3 µM dafachronic acid response | activation, % at 6.8 µM | 370,000 compounds, 1% hits | AID 652126;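 active = activation above the mean over all tested compounds plus 3 SD, cut at about 0.9% in these data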;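 also: 0% = DMSO-only wells and 100% = 3 µM delta7-dafachronic acid wells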
HGIII-sPLA2 inh = Inhibits HGIII-sPLA2 liposome hydrolysis, primary screen; QFRET BODIPY PC-A2 liposome hydrolysis, fluorescence; inhibition, % at 12.2 µM; 370,000 compounds, 0.56% hits; AID 743126;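 active = inhibition above mean plus 3 SD of compounds lying within the high and low control bounds, cut at about 19% in these data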;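 also: 0% = median of test compound wells and 100% = no enzyme DMSO wells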
hcDAF12 agonist = activates DAF-12 receptor from parasite H. contortus; HEK293 hcDAF-12 lit1-tk-luc reporter, luminescence; 0% DMSO, 100% Δ7-dafachronic acid; activation, % at 6.8 µM; 370,000 compounds, 1.4% hits; AID 652067;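 active = activation above the mean of all tested compounds plus 3 SD, cut at about 5.5% in these data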;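 also: 100% = response to 3 µM Δ7-dafachronic acid high control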
NPR2 activator = GC-B (human) receptor activation; HEK293-GC-B cells, CNP EC30, cGMP TR-FRET; 0% at EC30 CNP, 100% saturating CNP; activation, % at 10 µM; 370,000 compounds, 0.11% hits; P20594; AID 1920062;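 active = activation at 10 µM reaching about 35% in either raw or pattern-adjusted values, limit read from the data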
GC-A act = GC-A (human) enzyme activation | 370,000 compounds, 0.14% hits | activation, % at 10 µM | HEK293 GC-A cells, cGMP TR-FRET, EC30 ANP; 0% at EC30 ANP, 100% saturating ANP | AID 1671463 | P16066; in the data active = activation above about 40%
Target sequence (P16066 whole entry, looked up): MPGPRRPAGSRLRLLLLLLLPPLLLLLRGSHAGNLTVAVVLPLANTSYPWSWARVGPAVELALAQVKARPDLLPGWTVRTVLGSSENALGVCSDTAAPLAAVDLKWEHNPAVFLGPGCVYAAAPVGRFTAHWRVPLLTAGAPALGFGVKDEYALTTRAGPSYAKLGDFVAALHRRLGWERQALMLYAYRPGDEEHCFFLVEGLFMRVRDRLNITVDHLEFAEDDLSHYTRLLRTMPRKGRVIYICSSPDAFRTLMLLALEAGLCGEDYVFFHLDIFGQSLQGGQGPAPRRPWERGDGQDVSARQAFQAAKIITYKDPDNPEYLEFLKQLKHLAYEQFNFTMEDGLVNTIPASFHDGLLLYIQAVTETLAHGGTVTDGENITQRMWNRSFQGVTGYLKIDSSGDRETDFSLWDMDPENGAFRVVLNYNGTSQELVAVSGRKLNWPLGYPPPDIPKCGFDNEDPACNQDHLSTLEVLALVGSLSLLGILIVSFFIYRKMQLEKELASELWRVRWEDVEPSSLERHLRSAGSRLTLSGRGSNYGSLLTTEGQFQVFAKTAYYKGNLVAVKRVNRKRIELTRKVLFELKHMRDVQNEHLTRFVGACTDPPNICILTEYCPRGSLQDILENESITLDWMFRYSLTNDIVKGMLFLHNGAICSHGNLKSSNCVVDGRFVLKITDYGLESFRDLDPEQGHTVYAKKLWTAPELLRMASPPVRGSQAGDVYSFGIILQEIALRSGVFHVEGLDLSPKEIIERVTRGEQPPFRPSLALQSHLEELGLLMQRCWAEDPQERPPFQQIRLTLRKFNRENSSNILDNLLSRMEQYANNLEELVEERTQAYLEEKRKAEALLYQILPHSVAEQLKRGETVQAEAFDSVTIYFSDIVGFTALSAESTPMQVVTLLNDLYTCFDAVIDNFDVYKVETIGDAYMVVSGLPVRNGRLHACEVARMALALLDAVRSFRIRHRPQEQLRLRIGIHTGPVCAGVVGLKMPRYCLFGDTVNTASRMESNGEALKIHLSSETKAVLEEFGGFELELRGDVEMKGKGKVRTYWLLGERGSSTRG
GAA850 FXN act = activators of GAA850 frataxin (FXN) promoter | activation, % at 6 µM | 360,000 compounds, 0.56% hits | HEK293 lucGAA850 FXN promoter luciferase reporter, 24 h; percent of 10 µM SAHA response | AID 540364;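 active = activation above the average of all compounds screened plus 3 SD, cutoff fixed separately per campaign, cut at about 7.5% in these data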;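 also: 0% = DMSO wells and 100% = 10 µM SAHA wells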
DAX1 inh-1 = NR0B1 (DAX1) inhibition. AID 504766. 340,000 compounds, 0.99% hits. P51843. inhibition, % at 6.75 µM. HEK293 Gal4-DAX1 luciferase reporter, luminescence;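 active = inhibition above the mean over all tested compounds plus 3 SD, cut at about 4.2% in these data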;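 also: 0% = DAX1-transfected cells with DMSO and 100% = empty-vector control cells with DMSO; inhibition shows as a rise in luminescence from relieved DAX1 repression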
DAX1 inh-2 = inhibitors of DAX1 repression of SF-1 activated StAR promoter | AID 652010 | 370,000 compounds, 1.1% hits | HEK293T StAR-luciferase reporter, SF-1/DAX-1 repression relief | inhibition, % at 6.8 µM;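 active = inhibition above the mean over all tested compounds plus 3 SD, cut at about 3.6% in these data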;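 also: 0% = DAX-1 cells with DMSO and 100% = cells lacking DAX-1 with DMSO; higher inhibition means more luminescence from relief of DAX-1 repression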
KLK7 zymogen act = activates the human kallikrein-7 zymogen; purified proKLK7, EDANS-DABCYL substrate fluorescence; 100% is mature enzyme control, 0% vehicle; P49862; AID 652039; activation, % at 7 µM; 370,000 compounds, 0.9% hits;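 active = activation above the mean of all tested compounds plus 3 SD, computed per campaign excluding outliers beyond control limits, cut at about 13% in these data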
hgDAF-12 ag = hgDAF-12 agonism, primary luciferase screen; HEK293 GAL4-hgDAF12 UAS-luciferase reporter, agonist luminescence; normalized to butyrate control; activation, % at 6.8 µM; 370,000 compounds, 1.8% hits; AID 687014;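 active = activation above a cutoff set at the mean of all screened compounds plus 3 SD, cut at about 10% in these data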;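 also: 0% = DMSO wells and 100% = sodium butyrate wells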
SMARCA2 activ = SMARCA2 function activation, primary screen; MG213 cells, MMTV-luciferase reporter, dexamethasone, overnight; activation, % at 9.1 µM; 370,000 compounds, 1% hits; in the data active = activation above about 7.8%;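 also: 0% = vehicle wells and 100% = reference activator wells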
* hit, by the source's call; nt = not tested or not shown. Random draw from the library; 6.7% or so of the library scored in one or more.

Screens in order: ssDAF12 agonist	HGIII-sPLA2 inh	hcDAF12 agonist	NPR2 activator	GC-A act	GAA850 FXN act	DAX1 inh-1	DAX1 inh-2	KLK7 zymogen act	hgDAF-12 ag	SMARCA2 activ
- C/C(=C1/SC(N2CCOCC2)=NC1=O)c1ccc(Cl)cc1
  -0.6	0.5	0.3	-10.4	-5.4	-0.7	1.4	-0.3	-0.2	0.6	2.5
- CN(C)Cc1c(O)ccc2c(=O)c(-c3ccccc3Cl)coc12
  -1.6	-7.1	1.0	3.4	4.3	0.8	1.4	-0.1	40.3*	0.4	-1.7
- CC(C)N1CCC(C)(C(=O)Nc2ccc(-n3cccc3)cc2)C1 (stereo unspecified)
  -0.7	-4.6	-1.8	-1.0	-1.2	0.5	nt	0.4	-0.2	-1.6	1.1
- CS(=O)(=O)N(CC(=O)Nc1cccc([N+](=O)[O-])c1)c1ccccc1
  -0.2	-6.5	0.1	-2.7	0.1	2.1	1.9	0.0	-0.3	2.2	1.2
- N=c1c(C(=O)NCc2ccc(F)cc2)cc2c(=O)n3ccccc3nc2n1Cc1cccnc1
  -1.2	-3.9	0.0	-4.2	6.0	1.7	3.2	0.0	26.3*	0.4	6.7
- Cc1nn(-c2ccccc2)c(C)c1C(=O)OCC(=O)Nc1ccccc1F
  0.2	-0.2	1.6	0.6	-2.9	3.8	0.9	7.4*	1.1	10.2	6.4
- Cc1ccc(C(=O)OCC(=O)c2c(N)n(C)c(=O)n(C)c2=O)cc1S(=O)(=O)N1CCOCC1
  -0.8	-6.0	1.1	-3.8	-2.7	2.0	-0.8	-1.6	0.5	-3.3	1.6
- CCOc1ccc(N(CC)S(=O)(=O)c2ccc3c(c2)n(C)c(=O)c(=O)n3C)cc1
  -1.6	13.3	0.8	-11.6	-6.6	-1.6	1.7	-0.3	-1.1	-3.2	1.1
- O=C(NC1CCCC1)C(c1ccccc1)N(C(=O)c1csnn1)c1ccccc1F (stereo unspecified)
  -0.3	0.8	-0.2	-7.7	-3.7	-0.6	4.7*	0.6	0.1	-0.7	-4.8
- Cc1cc(C)n(-c2nnc(C)n2/N=C/c2ccc(O)cc2)n1
  -1.2	0.1	-0.3	-4.6	-1.3	-0.6	2.9	-0.3	0.1	2.0	-1.9
- C#CCn1c(-c2cccs2)nc2ccccc21
  -1.4	2.8	0.7	0.0	-1.4	0.0	1.5	-0.5	0.9	-1.2	-0.7
- CCCCC(=O)Oc1c(S(=O)(=O)c2ccc(C)cc2)c(C)nn1C(C)(C)C
  -1.1	8.5	-3.1	0.0	8.0	-2.3	0.1	0.2	-0.5	-4.9	-3.5
- COc1ccc(C2=CC(=O)C[C@H](c3ccc(OC)cc3)C2)cc1
  -1.7	-8.3	0.3	1.9	1.9	1.1	2.2	0.1	0.3	0.0	1.0
- CSc1ncccc1C(=O)Nc1nnc(C2CC2)s1
  -1.6	-1.8	-1.4	2.0	5.4	-0.3	1.5	0.4	0.1	-2.2	-2.3
- COc1ccc(-c2cc(-c3nnc(SCc4ccc([N+](=O)[O-])cc4)n3N)[nH]n2)cc1
  -0.7	-2.5	-4.7	-4.7	2.1	nt	nt	-1.9	0.3	3.7	-5.1
- Cc1ccc(C(=O)Nc2cccc3[nH]c(C(F)(F)F)nc23)cc1
  -2.1	-10.1	-2.3	1.9	-0.8	-1.3	-2.5	-1.3	0.0	-7.8	-4.5
- CC1(C(=O)NCc2ccc(C(F)(F)F)cc2)CCN1C1Cc2ccccc2C1 (stereo unspecified)
  -0.7	1.3	2.1	1.9	-0.3	1.3	nt	0.5	0.1	1.3	-1.9
- CCC(=O)NC(Nc1sc2c(c1C(=O)OC)CCC2)C(Cl)(Cl)Cl (stereo unspecified)
  -2.1	8.8	-3.7	-3.7	-26.7	-1.1	0.1	-0.1	0.2	-1.3	-1.3
- CCCC(=O)Nc1cc(C)c(NC(=O)c2ccncc2)cn1
  -0.5	9.1	1.4	5.8	-1.8	-2.5	-0.1	-0.1	-0.3	2.6	-6.1
- O=C(Nc1cc(C(F)(F)F)ccc1-n1cncn1)c1ccc(-c2ccccc2)cc1
  -1.3	4.5	-0.5	-2.7	-0.9	1.3	1.2	0.7	0.5	1.0	0.5
- COc1ccc(/C=C2\Oc3cc(OCC(=O)N4CC(O)C[C@H]4C(=O)O)ccc3C2=O)cc1OC (stereo partly specified)
  -1.2	0.6	2.1	-3.3	0.3	0.1	2.9	-0.1	3.1	-3.8	0.2
- O=C(NCCCn1ccnc1)Nc1cccc(Cl)c1
  -1.4	-9.8	-2.3	-7.7	-1.4	-1.8	0.3	-0.3	0.6	0.7	-0.2
- O=C1c2ccc3c4c(ccc(c24)C(=O)N1NC(=O)C(F)(F)F)CC3
  -1.6	4.2	-0.3	-2.0	-1.2	-0.9	1.0	0.3	1.9	-1.8	-1.6
- COc1cc(/C=C/C(=O)OCC(=O)NC2CC2)cc(S(=O)(=O)N2CCc3ccccc32)c1OC
  -1.0	-4.0	-0.5	1.2	-1.2	2.1	-0.3	-0.3	1.3	3.1	0.7
- O=C(COC(=O)c1sc2ccccc2c1Cl)NC1CCCCC1
  -0.5	1.3	-1.8	-1.3	4.1	-0.7	0.7	0.1	0.0	-0.7	-2.4
- Cc1cc(=O)oc2cc(OCC(=O)N3CC[C@@]4(O)CCCC[C@H]4C3)c(Cl)cc12
  -0.2	13.8	2.7	-9.0	-0.1	0.6	-1.1	1.7	-0.9	-2.6	0.3
- COc1cc(OC)c(N(C)S(=O)(=O)c2cccc(C(=O)OCC(=O)N3CCOCC3)c2)cc1Cl
  -1.6	-7.3	1.3	4.2	-2.3	-0.3	0.3	-0.8	0.5	-1.9	-0.7
- CC(C)Cc1cc(C(=O)Nc2cccnc2)no1
  0.7	13.9	3.2	2.6	3.5	2.7	1.0	4.4*	0.2	9.5	7.9*
- CCOC(=O)Cc1cc(=O)n2[nH]c(C)c(-c3ccccc3OC)c2n1
  -0.1	-5.9	-1.6	32.3	33.7	2.2	0.2	0.3	-1.2	3.7	-5.3
- CC(C(=O)N1CCc2ccccc21)N1CCN(c2ccccn2)CC1 (stereo unspecified)
  -1.1	11.4	-0.1	3.4	4.5	0.8	0.0	-0.5	0.0	0.0	-1.7
- COC(=O)c1sccc1NC(=O)c1ccccc1[N+](=O)[O-]
  0.2	1.2	0.7	-0.5	-0.1	1.7	-0.6	-0.1	-0.3	0.9	2.6
- COc1cc(/C=N/Nc2ccc(S(N)(=O)=O)cc2)cc(OC)c1OC
  -2.1	-18.2	-1.2	-0.2	2.5	-0.9	-1.3	-1.4	0.4	-2.2	-3.1
- Cc1ccccc1-n1c(SC(C)C(=O)NCC2CCCO2)nnc1-c1ccncc1 (stereo unspecified)
  -0.3	0.3	-0.2	-0.8	-2.0	0.8	0.3	0.1	0.1	0.5	2.5
- O=C(CSc1nc(=O)n(CCN2CCOCC2)c2c1CCCC2)Nc1ccc(F)cc1F
  -0.9	1.9	1.1	-6.1	-0.4	3.0	-1.0	2.3	0.0	1.2	1.6
- CN1C(=O)C(=O)/C(=C(/O)c2ccc(Br)cc2)C1c1ccccc1F (stereo unspecified)
  -0.7	-5.5	-1.1	-0.2	2.9	0.1	-0.9	-0.3	-0.1	1.6	2.0
- O=S(=O)(Nc1ccc(-n2cnnn2)cc1)c1ccc(Cl)cc1
  -1.2	-1.6	-1.2	0.6	-0.1	1.0	0.6	1.6	0.5	0.7	0.8
- Clc1ccc(N2CCN(/N=C/c3ccncc3)CC2)cc1
  -2.0	7.7	-3.5	-3.9	6.7	-0.2	-1.1	-1.2	-0.5	-4.3	-5.2
- CC(C)c1[nH]nc2c1C(c1ccccc1)NC2=O (stereo unspecified)
  -1.0	-1.3	-0.6	9.2	5.8	nt	nt	0.9	0.1	1.8	-1.2
- CCc1cccc(NC(=S)N(CCN(C)C)C2CCN(C(C)C)CC2)c1
  -1.3	-1.0	-1.0	-0.7	-4.1	0.0	0.5	0.4	-0.2	0.7	0.3
- COc1ccc(OC)c(S(=O)(=O)NCCCn2ccnc2)c1
  -0.9	9.8	-0.9	7.5	-0.5	2.9	2.3	-0.3	-0.9	2.0	-1.3
- O=C(O)C(F)=C1c2ccccc2-c2ccccc21
  -1.2	-6.2	0.8	-1.6	0.0	1.6	nt	0.4	0.1	-2.1	-1.5
- CCCCCCCCSc1n[nH]c(N)n1
  -1.3	-6.7	-0.2	-13.1	1.9	2.0	0.1	0.0	-0.4	4.8	4.1
- COc1ccc(CC(=O)NCc2nnc(SCC(=O)N3CCN(c4ccccc4)CC3)n2C)cc1
  -1.0	6.2	-1.3	-3.9	0.9	1.5	-1.1	0.2	-0.2	0.7	5.0
- CCOC(=O)Cc1csc(NC(=O)COc2ccc(C)cc2)n1
  -1.7	-4.0	-1.9	-3.6	3.8	-0.3	1.2	0.4	-0.1	3.0	-0.5
- COC(=O)[C@]1(C)N[C@H](c2ccc(-c3ccccc3)cc2)[C@@H]2C(=O)N(C)C(=O)[C@@H]21
  -1.4	-6.8	-1.4	6.9	-3.1	0.4	0.1	-0.2	0.3	-0.6	-0.6
- CCCCCCCCN1C(=O)[C@H](CC(=O)NCCCC)C[C@@]2(C(=O)OC)CCCCC=C12
  -0.5	-5.2	-1.1	2.0	0.6	nt	nt	-1.4	0.2	-0.2	-4.2
